ER stress surv – ER stress cell death inhibition | relative survival (cellular ATP), % at 15 µg/mL (by protocol) | CSM14.1 thapsigargin ER stress survival, ATP luminescence | 48,000 compounds, 0.33% hits;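 active = survival measured by cellular ATP above 50% at 15 µg/ml in the first screen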;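 note: cell death triggered by about 15 µM thapsigargin; ATP read 24 h after thapsigargin was added; plate controls were thapsigargin with DMSO for no effect and DMSO without thapsigargin for full effect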
Starred values were filed as active, the others as inactive. Not all compounds are listed; rates above refer to the full screens.

A first look, five compounds:
Structure | ER stress surv
Nc1nonc1-n1nnc(C(=O)N/N=C/c2cccc(O)c2)c1-c1ccccc1 | 4
CCOC(=O)c1c(NC(=O)c2ccc([N+](=O)[O-])cc2)sc2c1CCC(C)C2 (configuration not stated) | -2
COc1cc(-c2noc(-c3ccccc3C)n2)cc(OC)c1OC | 10
O=C(/C=C/c1cccs1)Nc1ncc(Cc2ccccc2Cl)s1 | 2
CC(C(=O)c1ccc(Cl)cc1)[n+]1cccc(NC(=O)c2ccccc2)c1 (configuration not stated) | -2

The list itself, from the first entry:
Structure | ER stress surv
Nc1nonc1-n1nnc(C(=O)N/N=C/c2cccc(O)c2)c1-c1ccccc1 | 4
CCOC(=O)c1c(NC(=O)c2ccc([N+](=O)[O-])cc2)sc2c1CCC(C)C2 (configuration not stated) | -2
COc1cc(-c2noc(-c3ccccc3C)n2)cc(OC)c1OC | 10
O=C(/C=C/c1cccs1)Nc1ncc(Cc2ccccc2Cl)s1 | 2
CC(C(=O)c1ccc(Cl)cc1)[n+]1cccc(NC(=O)c2ccccc2)c1 (configuration not stated) | -2
CCOc1ccc(/C=C2/SC(=S)N(CN3CCOCC3)C2=O)cc1 | 9
Cc1ccc(NC(=O)c2cc(F)c(F)cc2Cl)nc1 | -1
COc1cc(/C=N\Nc2nc3ccccc3o2)cc(OC)c1OC | -2
CC(C)COc1ccc(C(=O)Nc2ccc(NC(=O)c3ccco3)c(Cl)c2)cc1 | 1
COc1ccc(Cc2c(O)nc(SCC(=O)Nc3ccc(OC)cc3)[nH]c2=O)cc1 | 12
CCOc1ccccc1C1C(C(=O)OC)=C(C)N(C)C(C)=C1C(=O)OC | 0
O=c1cnnc(N/N=C\c2ccc(C(F)(F)F)cc2)[nH]1 | -3
CC(=O)NS(=O)(=O)c1ccc(NC(=O)c2ccc([N+](=O)[O-])c(C)c2)cc1 | 1
O=C1CSC(=S)N1/N=C\c1ccc(O)c([N+](=O)[O-])c1 | -2
CC1=C(C(=O)Nc2ccccc2)C(c2ccc(Cl)cc2)NC(=S)N1 (configuration not stated) | 7
COc1ccc(S(=O)(=O)N2CCc3ccccc32)cc1 | 6
CC(=O)Nc1ccc2oc(-c3ccc(F)cc3Cl)nc2c1 | -1
Cc1ccc(S(=O)(=O)N2CCN(C(=O)c3ccccc3)C2)cc1[N+](=O)[O-] | 2
COCCCNS(=O)(=O)c1c(C)cc(C)cc1C | 22
COC(=O)c1cc(NC(=O)c2cccc(OCc3ccccc3)c2)cc(C(=O)OC)c1 | 10
CCOc1ccc(NC(=O)c2cc(-c3ccc(OC)cc3)nc3ccccc23)cc1 | 1
N/N=C1/NC(=O)C(Cc2cccc([N+](=O)[O-])c2)S1 (configuration not stated) | -5
COc1ccc(/C=C/C(=O)NC(=S)Nc2ccccc2C)cc1OC | 0
CC1=C(C(=O)OC(C)C)C(c2ccc(Br)cc2)C2=C(CCCC2=O)N1 (configuration not stated) | 6
CN(C)c1cc(N/N=C/c2ccncc2)nc(N(C)C)n1 | 3

Structure | ER stress surv
COc1cc(C2/C(=C(\O)c3ccccc3)C(=O)C(=O)N2CCN(C)C)ccc1O (configuration not stated) | -6
COc1ccccc1OCC(=O)Nc1cccc(C(C)=O)c1 | 8
Oc1c(/C=C2\C=Nc3ccccc32)sc(=S)n1-c1ccc(F)cc1 | -3
CC(C)c1ccc(NC(=O)C2CCCCC2C(=O)O)cc1 (configuration not stated) | 4
O=C1C(Cl)=C(Nc2cccc([N+](=O)[O-])c2)c2c(Cl)c(Cl)c(Cl)c(Cl)c21 | -15
CC1=NN(C(=S)Nc2ccccc2)C(C)(C)C1 | -9
Cc1ccc(/C=N/Nc2nc(C(C)(C)C)cs2)o1 | 7
O=S(=O)(N=Nc1c(O)[nH]c2ccccc12)c1ccc(Cl)cc1 | -1
CC1=NN(c2ccc(S(N)(=O)=O)cc2)C(=O)/C1=C\c1cccc([N+](=O)[O-])c1 | -7
COCCNC(=O)COc1ccc2ccccc2c1 | 4
O=C(N/N=C/c1ccc(I)cc1)C1CC(=O)N(c2ccccc2)C1 (configuration not stated) | -2
Cc1cccc(CN2CCN(S(=O)(=O)c3ccc(Cl)cc3)CC2)c1 | 3
Cc1c(Cl)cccc1N1C(=O)C2C3C=CC(C4CC34)C2C1=O (configuration not stated) | 7
CC(=O)N1CCN(C2=NC(=O)/C(=C/c3ccccc3)S2)CC1 | -1
COc1cc2c(cc1NC(=O)Cc1ccc(OC)c(OC)c1)oc1ccccc12 | 4
CCOC(=O)C(CCOCCOc1cc(C)cc(C)c1C)C(=O)OCC | 0
CCOc1ccc(/C=C2\C(=O)NC(=S)N(c3ccc(CC)cc3)C2=O)cc1OC | 11
COc1cc(C(C)=O)ccc1OC(=O)CN1C(=O)c2ccccc2C1=O | 10
COc1ccc(NC(=O)C(=O)NCc2ccc(Cl)cc2)cc1Cl | 1
O=c1oc(-c2ccccc2Cl)nc2sc3c(c12)CCCCC3 | 1
Cc1cc(C)nc(N/N=C/c2ccc(C(F)(F)F)cc2)n1 | 0
COC(=O)c1cccc(-c2ccc(/C=C3\C(=O)N(c4cccc(C(=O)O)c4)N=C3C)o2)c1 | 0
CCOc1ccccc1NC(=O)CN(c1c(C)cccc1C)S(C)(=O)=O | 6
CCOC(=O)C1=C(C)NC(C)=C(C(=O)OCC)C1c1ccc(C)cc1 | 10
O=C(CSc1nnc2c(n1)[nH]c1ccccc12)OCN1C(=O)c2ccccc2C1=O | 8

Structure | ER stress surv
COc1ccc(CN2CCN(C(=O)c3cccc(F)c3)CC2)cc1OCc1ccccc1 | 23
CCOc1ccc(NC(=S)NC(=O)/C=C/c2ccc(OC)c(OC)c2)c([N+](=O)[O-])c1 | 9
Cc1ccc(/C=N/NC(=O)C2=NNC(=O)C2C)o1 (configuration not stated) | 8
COc1ccc(OC)c(/C=C2/C(=O)ON=C2c2ccccc2)c1 | 8
Cn1c(O)c(/C=N/c2ncc(C(F)(F)F)cc2Cl)n(C)c1=S | 10
Cc1cc(/C=C2\C(=O)NC(=O)N(c3ccccc3F)C2=O)c(C)n1C | 4
COc1ccc(N(CC(=O)Nc2cccc(Cl)c2)S(=O)(=O)c2ccc(OC)c(OC)c2)cc1 | 6
CN(C)c1ccc(NC(=O)Cc2ccccc2[N+](=O)[O-])cc1 | 2
COc1ccc(C=NCC2COc3ccccc3O2)cc1OC (configuration not stated) | 15
CC(C)CCSc1nc2sc3c(c2c(=O)n1Cc1ccccc1)CCC3 | 2
O=C(Nc1ccc2ccccc2c1)c1cc([N+](=O)[O-])ccc1Br | 8
COc1ccc(N(CC(=O)Nc2ccc(C)cc2)S(C)(=O)=O)cc1Cl | 3
COc1ccc(-n2nc3cc(C)c(NC(=O)c4ccc5c(c4)OCCO5)cc3n2)cc1 | -5
CCCOC(=O)C1=C(C)NC2=C(C(=O)CC(C)(C)C2)C1c1ccc(Cl)c([N+](=O)[O-])c1 (configuration not stated) | 2
O=C(/C=C/c1ccc2c(c1)OCO2)c1ccc(I)cc1 | 2
O=C(O)CCSc1nc2ccc([N+](=O)[O-])cc2s1 | -1
O=C1CS/C(=N/N=C/c2ccccc2[N+](=O)[O-])N1 | 20
Fc1ccc(-c2csc(Nc3ccc4c(c3)OCO4)n2)cc1 | 4
Cc1ccc(O)c2nc(/C=C/c3ccccc3N)ccc12 | -8
Cc1ccc(OCCOc2ccccc2/C=C2/SC(=S)N(C)C2=O)cc1 | 3
O=C(c1ccc(Cl)cc1)N1CCN(c2ccc(C(F)(F)F)cc2[N+](=O)[O-])CC1 | -2
Cc1ccc(-c2csc(/C(C#N)=C/c3cccc4ccccc34)n2)cc1 | 15
CC(=O)C1=C(O)CC(C)(C)CC1=NCCc1ccccc1 | 9
CCNC(=O)C(=O)Nc1ccc(Cl)cc1 | 1
O=C1c2ccccc2NC(c2ccccc2)N1c1ccc(Cl)cc1 (configuration not stated) | 7

Structure | ER stress surv
O=C1NC(=S)N(c2ccccc2)C(=O)/C1=C/c1cccn1-c1ccccc1 | 1
C=CCOc1c(Br)cc(/C=C2/N=C(c3ccccc3)OC2=O)cc1OC | 0
CC(=O)Oc1ccc2ccccc2c1C(NC(=O)Cc1ccccc1)c1ccco1 (configuration not stated) | 23
CC1(C)CC(=O)C2=C(C1)Nc1ccccc1N(C(=O)c1ccccc1)C2c1cccc([N+](=O)[O-])c1 (configuration not stated) | 9
N#Cc1cc2c(nc1SCc1ccc(Br)cc1)CCCC2 | 5
COc1ccc(/C=C2/SC(=Nc3ccccc3)NC2=O)cc1O | 0
Cc1cc(C)c(N2C(=O)c3ccccc3C2=O)c(C)c1 | 2
CCC(C)c1ccc(OCCOc2ccc(Cl)cc2/C=N/n2cnnc2)cc1 (configuration not stated) | -1
Clc1cccc(NCc2ccncc2)c1 | 14
COc1ccc(OC)c(NC(=O)c2cccc(C)c2)c1 | -1
CCOC(=O)C(=CNc1cc(OC)c(Cl)cc1OC)C(=O)OCC | -4
COc1ccc(CN2CCN(C3CCCC3)CC2)c(OC)c1OC | 10
COc1ccc(/C=C/C(=O)N2CCC(CN3C(=O)c4cccc5cccc(c45)C3=O)CC2)cc1OC | 0
COCCOC(=O)C1=C(C)NC(=O)CC1c1ccccc1OCc1ccccc1 (configuration not stated) | 10
COc1ccc(Br)cc1-n1c(=O)[nH]c2cc(C(F)(F)F)ccc21 | 0
C=CCn1c(SCC(=O)c2ccc(Br)cc2)nc2sc3c(c2c1=O)CCN(C)C3 | -8
CCOC(=O)Cn1nc(-c2ccccc2)c2ccccc2c1=O | 4
CCN(CC)c1ccc(C2NC(=O)NC(C)=C2C(=O)OCCC#N)cc1 (configuration not stated) | 2
COc1ccc(NS(=O)(=O)c2cccc([N+](=O)[O-])c2)c(OC)c1 | -1
O=C(COc1ccccc1)Nc1cccc(-c2nc3ccccc3[nH]2)c1 | 1
C=CCC(CC=C)(NC(=O)/C=C/c1ccccc1)c1ccccc1 | 16
COc1ccc(NC(=O)CSc2nc3ccc(N4C(=O)c5ccccc5C4=O)cc3s2)cc1 | 3
CCOc1ccc2nc(SCC(=O)c3ccc(C)cc3C)sc2c1 | -3
Cc1cccc(C2(c3cccc(C)c3)CC2C(=O)Nc2cc([N+](=O)[O-])ccc2O)c1 (configuration not stated) | 4
CCOc1ccc(C(=O)Nc2ccc(C(=O)OC)cc2)cc1Cl | 8

Structure | ER stress surv
O=C(CSc1ncccn1)Nc1ccc(Cl)cc1 | -6
O=C(NCC1(c2ccccc2)CCCC1)c1ccccc1Cl | -1
CCN(CC)c1ccc(/C=C2\C(=O)NC(=S)N(c3ccc(F)cc3)C2=O)c(O)c1 | 10
CN(C)CCNC(=O)C12CC3CC(c4ccccc4)(C1)CC(c1ccccc1)(C3)C2 | -10
CC1(C)CC(NC(=O)c2ccc(Cl)cc2)CC(C)(C)N1 | 0
Cc1nc(/N=C(/N)NC(=O)Cc2ccccc2)nc2ccccc12 | 10
Cc1c(N(C(=O)c2cc(=O)[nH]c3ccccc23)C(C)C)c(=O)n(-c2ccccc2)n1C | -10
O=S(=O)(c1ccccc1)N1CCN(c2ccccn2)CC1 | 12
CCOC(=O)c1c(C)n(C)c2c(C)cc(O)c(OC(=O)CC)c12 | 2
O=C(Nc1ccccc1)C1C2C3CCC(C3)C12 (configuration not stated) | 0
CCCC1=NN2C(=N)/C(=C/c3ccc(-c4ccc(C(=O)OCC)cc4)o3)C(=O)N=C2S1 | -2
CC(=O)c1ccc(NC(=O)CSc2nnc(NC(=O)CN3CCOCC3)s2)cc1 | -2
COc1ccc(C=C2C(=O)N(c3ccccc3)C(=S)N(c3ccccc3)C2=O)c(OC)c1 | 0
CCCN=C(CCC)C1=C(O)C(C(=O)OC)C(C)(C)CC1=O (configuration not stated) | -3
COC(=O)c1cc(NC(=O)Cc2ccccc2)cc(C(=O)OC)c1 | -2
CC(C)COc1ccc(C(=O)Nc2ccc(Cc3ccncc3)cc2)cc1 | 5
COC(=O)CN1C(=O)C(=C(C#N)C#N)c2ccccc21 | 1
CC(=O)N1CCN(c2ccc(C(=O)c3cccc(F)c3)cc2)CC1 | -6
Cc1ccc(C(=O)Nc2ccccc2)cc1[N+](=O)[O-] | 10
CSc1ccc(/C=C(/NC(=O)c2ccc(C)cc2)c2nc3ccccc3[nH]2)cc1 | 6
C=C(C)COc1ccc2cc(-c3nc4ccccc4s3)c(=O)oc2c1 | 2
CSc1nsc(SC)c1NC(=O)OCc1ccccc1 | 2
CCOc1ccc(/C=N/NC(=O)C(=O)NCc2cccnc2)cc1 | 19
COc1ccc(C2C(C(=O)c3cccs3)=C(O)C(=O)N2c2nncs2)cc1 (configuration not stated) | 1
C=CCOc1c(Br)cc(C2C(C(=O)OC)=C(C)NC3=C2C(=O)c2ccccc23)cc1OC (configuration not stated) | 3

Look-ups from the list:
CCCC1=NN2C(=N)/C(=C/c3ccc(-c4ccc(C(=O)OCC)cc4)o3)C(=O)N=C2S1 in ER stress surv has -2
CCN(CC)c1ccc(/C=C2\C(=O)NC(=S)N(c3ccc(F)cc3)C2=O)c(O)c1 in ER stress surv has 10

In the list so far, five have a CF3 group:
Structure | ER stress surv
O=c1cnnc(N/N=C\c2ccc(C(F)(F)F)cc2)[nH]1 | -3
Cc1cc(C)nc(N/N=C/c2ccc(C(F)(F)F)cc2)n1 | 0
Cn1c(O)c(/C=N/c2ncc(C(F)(F)F)cc2Cl)n(C)c1=S | 10
O=C(c1ccc(Cl)cc1)N1CCN(c2ccc(C(F)(F)F)cc2[N+](=O)[O-])CC1 | -2
COc1ccc(Br)cc1-n1c(=O)[nH]c2cc(C(F)(F)F)ccc21 | 0

Further records.
Structure | ER stress surv
CCCS(=O)(=O)c1c(S(=O)(=O)CCC)c2c3ccccc3ccn2c1C(N)=O | 3
O=C(CN(Cc1ccccc1)S(=O)(=O)c1ccccc1)Nc1ccc(Cl)cc1Cl | 2
C=CCNC(=O)Nc1ccc2nc(-c3ccccc3)c(-c3ccccc3)nc2c1 | 7
CCOc1ccc(NC(=O)CN(c2ccc(C)c(Cl)c2)S(C)(=O)=O)cc1 | 7
Cc1cccc(C)c1OCCCCN1CCOCC1 | -3
O=C(Cc1ccccc1)NC1(Cc2ccc(O)cc2)CCCCC1 | -1

Screening data deposited in PubChem by Sanford-Burnham Center for Chemical Genomics.
